ARFGAP1 inhibitor = inhibitors of rat ARFGAP1 GAP activity, primary screen, biochemical, fluorescence polarization, GDP tracer. inhibition, % at 16.5 µM. ADP-ribosylation factor GTPase-activating protein 1 (Rattus norvegicus), Q62848. Arfgap1-stimulated ARF1 GTP hydrolysis, GDP FP detection. 360,000 tested, 0.26% active;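 active = inhibition above a per-plate limit, mean inhibition of low control wells plus 3 SD, cut at about 25% in these data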;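 also: 0% = DMSO wells with enzyme and 100% = wells lacking Arfgap1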
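Material: truncated rat Arfgap1 GAP domain; Incubation: compound-enzyme preincubation 20 min, reaction 120 min, detection 60 min, 25 °C; Read-out: percent inhibition of Arfgap1-stimulated GTP hydrolysis; Technique: FP, GDP Alexa 633 tracer displaced from anti-GDP antibody, 620/688 nm; Controls: No-Arfgap1 wells (100%) versus DMSO full-reaction wells (0%); Replication: single well per compound.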
PLC-gamma1 inh = PLC-gamma1 enzyme inhibitors, primary screen, biochemical, fluorescence, purified enzyme. 1-phosphatidylinositol 4,5-bisphosphate phosphodiesterase gamma-1 (Homo sapiens), P19174. fluorogenic substrate. inhibition, % at 12.2 µM. 370,000 tested, 0.84% active; in the data active = inhibition above about 9.5%
proKLK7 act = proKLK7 zymogen activators, primary screen, biochemical, fluorescence intensity | 370,000 tested, 0.9% active | purified proKLK7, EDANS-DABCYL substrate fluorescence; 100% is mature enzyme control, 0% vehicle | AID 652039, 2013 | activation, % at 7 µM | Kallikrein-7 (Homo sapiens), P49862;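 active = activation above the mean of all tested compounds plus 3 SD, computed per campaign excluding outliers beyond control limits, cut at about 13% in these data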
MBD2 inh = inhibitors of MBD2 binding to methylated DNA, primary screen, biochemical, TR-FRET, DNA-binding domain, human. inhibition, % at 4.4 µM. Methyl-CpG-binding domain protein 2 (Homo sapiens), Q9UBB5. 370,000 tested, 0.31% active. AID 686964, 2013. MBD2 binding to methylated oligonucleotide; in the data active = inhibition above about 13%
UHRF1 binding = UHRF1 methylated DNA binding inhibitors, primary screen, counter-screen for MBD2 inhibitor project, biochemical, TR-FRET, human UHRF1, single concentration; E3 ubiquitin-protein ligase UHRF1 (Homo sapiens), Q96T88; UHRF1 binding to methylated oligo; inhibition, % at 4.4 µM; 370,000 tested, 0.75% active; in the data active = inhibition above about 21%;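 also: UHRF1 SRA domain binding a hemimethylated CpG hairpin DNA probe; 0% = median of test compound wells and 100% = reference inhibitor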
DDE Tn6 FP inh = inhibitors of Tn6 peptide binding to fibrin DD(E), primary screen, biochemical, fluorescence polarization, human fibrin, Tn6 probe; AID 720509, 2013; 370,000 tested, 0.21% active; Fibrin DD(E) TRITC-Tn6 fluorescence polarization displacement; Fibrinogen beta chain (Homo sapiens), P02675; inhibition, % at 8.3 µM;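 active = inhibition above a per-campaign cutoff: mean of compounds within control limits plus 3 SD, cut at about 15% in these data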;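 also: 0% = median of all compound wells on the plate and 100% = blocking peptide control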
Tn7 DDE FP = inhibitors of Tn7 peptide binding to fibrin DD(E), primary screen, biochemical, fluorescence polarization, human fibrin, Tn7 probe. Fibrinogen beta chain (Homo sapiens), P02675. FP displacement of FITC-Tn7 peptide from fibrin DD(E); 0% = median of compound wells per plate. inhibition, % at 8.3 µM. 370,000 tested, 0.13% active;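 active = inhibition above the mean of compounds falling within the control limits plus 3 SD of them, cut at about 14% in these data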;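 also: 0% = plate median of compound wells and 100% = 10 µM Aha-Tn7 peptide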
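Measure: % inhibition scaled between sample-field median and high-control FP; Test system: human fibrin DD(E); Quantity: 2 µM final DD(E) protein; Doses: one dose, 8.3 µM nominal; Schedule: compound with protein 10 min, then 3 h after probe, room temperature; Detection: fluorescence polarization; Medium: Tris buffer with calcium and detergent, pH 7.8.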
ADAM17 inh = ADAM17 inhibitors, primary screen, biochemical, QFRET. Disintegrin and metalloproteinase domain-containing protein 17 (Homo sapiens), P78536. recombinant ADAM17, EDANS/DABCYL FRET peptide cleavage. inhibition, % at 6.95 µM. 370,000 tested, 0.83% active;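 active = inhibition above the mean of compounds lying between control limits plus 3 SD, set per campaign, cut at about 8.5% in these data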;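 also: 0% = DMSO-only wells as the low control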
PLCb3 inh = human PLC-beta3 inhibitors, primary screen, biochemical, fluorescence; 370,000 tested, 0.18% active; Purified PLC-beta3, fluorogenic substrate; 1-phosphatidylinositol 4,5-bisphosphate phosphodiesterase beta-3 (Homo sapiens), Q01970; inhibition, % at 12.2 µM; in the data active = inhibition above about 11%;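 also: 0% = median of compound wells on plate and 100% = full blocker control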
Target sequence (Q01970 whole entry, looked up): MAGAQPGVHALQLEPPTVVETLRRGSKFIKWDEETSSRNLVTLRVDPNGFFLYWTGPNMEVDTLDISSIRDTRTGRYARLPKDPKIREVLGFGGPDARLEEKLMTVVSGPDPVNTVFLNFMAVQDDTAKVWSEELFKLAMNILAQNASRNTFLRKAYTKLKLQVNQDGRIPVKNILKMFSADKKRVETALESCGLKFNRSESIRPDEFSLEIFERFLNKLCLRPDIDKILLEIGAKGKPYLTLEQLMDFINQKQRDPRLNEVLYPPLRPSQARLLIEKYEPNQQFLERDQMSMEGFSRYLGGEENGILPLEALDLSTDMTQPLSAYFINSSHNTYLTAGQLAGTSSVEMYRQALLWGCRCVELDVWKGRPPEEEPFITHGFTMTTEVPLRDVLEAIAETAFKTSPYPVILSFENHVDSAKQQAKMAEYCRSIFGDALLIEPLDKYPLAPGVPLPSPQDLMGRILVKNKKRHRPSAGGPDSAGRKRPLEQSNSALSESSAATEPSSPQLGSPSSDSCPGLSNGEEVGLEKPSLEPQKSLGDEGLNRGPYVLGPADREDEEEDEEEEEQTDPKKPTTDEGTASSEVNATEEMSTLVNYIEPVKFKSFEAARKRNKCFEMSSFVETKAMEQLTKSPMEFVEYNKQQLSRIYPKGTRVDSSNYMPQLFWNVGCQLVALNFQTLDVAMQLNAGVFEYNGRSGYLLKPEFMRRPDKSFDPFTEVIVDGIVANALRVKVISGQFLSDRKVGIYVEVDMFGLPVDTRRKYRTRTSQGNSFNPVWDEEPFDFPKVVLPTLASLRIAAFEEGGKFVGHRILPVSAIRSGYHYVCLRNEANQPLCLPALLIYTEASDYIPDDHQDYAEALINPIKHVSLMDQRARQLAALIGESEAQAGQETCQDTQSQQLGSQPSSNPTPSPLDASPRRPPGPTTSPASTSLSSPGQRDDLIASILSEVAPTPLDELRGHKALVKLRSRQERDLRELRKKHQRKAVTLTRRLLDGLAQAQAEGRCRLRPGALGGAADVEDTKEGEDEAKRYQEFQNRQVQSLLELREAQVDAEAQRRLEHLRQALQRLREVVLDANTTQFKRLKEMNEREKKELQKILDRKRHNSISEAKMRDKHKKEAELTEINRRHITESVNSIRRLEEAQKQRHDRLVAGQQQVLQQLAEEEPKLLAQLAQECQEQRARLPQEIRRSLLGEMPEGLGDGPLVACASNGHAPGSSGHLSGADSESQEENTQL
ASAP1 GAP inh = inhibitors of human ASAP1 ArfGAP activity, primary screen, biochemical, fluorescence polarization; Arf-GAP with SH3 domain, ANK repeat and PH domain-containing protein 1 (Homo sapiens), …; 360,000 tested, 0.19% active; inhibition, % at 16.5 µM; ASAP1-stimulated ARF1 GTP hydrolysis, GDP FP detection; AID 624377, 2012; in the data active = inhibition above about 25%;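 also: 0% = vehicle with enzyme and substrate and 100% = no enzyme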
Numbers without * were called inactive; i = inactive; x = no result given; & = joins results of further samples. Outcome played no part in choosing rows; 4.1% or so of the library scored in one or more.

SMILES	ARFGAP1 inhibitor	PLC-gamma1 inh	proKLK7 act	MBD2 inh	UHRF1 binding	DDE Tn6 FP inh	Tn7 DDE FP	ADAM17 inh	PLCb3 inh	ASAP1 GAP inh
CCS(=O)(=O)N1CCC(NC(=O)C(Cc2cccc(OC)c2OC)NC(C)=O)CC1 (stereo not given)	5	0	0.4	5	1	9	6	-5	-2	0
O=C(Cc1cccs1)N1CCN(c2ccccn2)CC1	-4	-5	-0.1	8	4	-3	2	-12	-1	10
CCOC(=O)c1ccc(NC(=S)Nc2cccc(N)n2)cc1	-2	-7	-0.5	3	-2	-2	2	-6	-9	7
Cc1ccc(CSc2ccc(-c3cccs3)nn2)cc1	1	-5	-0.7	4	4	8	-2	-5	4	0
O=C(CSc1ccccc1)N1CCCC(N2CCN(c3cccc(Cl)c3)CC2)C1 (stereo not given)	1	4	0.4	-3	2	4	3	6	2	0
O=[N+]([O-])c1ccc(N2CCOCC2)cc1O	-13	-1	-0.4	-4	-6	-6	6	-1	-4	-15
Cc1ccc2c(c1)c1c(n2C)C(C(N)=O)CCC1 (stereo not given)	8	-4	0.2	-4	-1	5	-4	-1	-7	12
Brc1ccc(-c2nc(-c3cccnc3)no2)o1	4	-2	0.5	-7	-4	10	5	-7	-1	-1
C=CCN1C(=O)C2(OCCCO2)c2c(C)ccc(C)c21	-1	0	0.0	-4	0	1	-1	-2	-5	-5
O=C1Cc2ccccc2C(c2ccccc2)N1 (stereo not given)	-2	4	-1.1	2	-2	2	-6	2	9	1

Reformatted: results already given
Molecule: O=C(Cc1cccs1)N1CCN(c2ccccn2)CC1
  ARFGAP1 inhibitor: -4	PLC-gamma1 inh: -5	proKLK7 act: -0.1	MBD2 inh: 8	UHRF1 binding: 4	DDE Tn6 FP inh: -3	Tn7 DDE FP: 2	ADAM17 inh: -12	PLCb3 inh: -1	ASAP1 GAP inh: 10

Molecule: CCOC(=O)c1ccc(NC(=S)Nc2cccc(N)n2)cc1
  ARFGAP1 inhibitor: -2	PLC-gamma1 inh: -7	proKLK7 act: -0.5	MBD2 inh: 3	UHRF1 binding: -2	DDE Tn6 FP inh: -2	Tn7 DDE FP: 2	ADAM17 inh: -6	PLCb3 inh: -9	ASAP1 GAP inh: 7

More results.
SMILES	ARFGAP1 inhibitor	PLC-gamma1 inh	proKLK7 act	MBD2 inh	UHRF1 binding	DDE Tn6 FP inh	Tn7 DDE FP	ADAM17 inh	PLCb3 inh	ASAP1 GAP inh
CCOc1ccc(C(=O)CC(=O)C(=O)NCCc2ccc(OC)c(OC)c2)cc1	0	-48	-2.9	8	3	-4	3	-3	-40	5
COCC1CCCN(Cc2cn(Cc3ccccc3)nc2-c2cc3ccccc3o2)C1 (stereo not given)	4	2	0.5	-2	6	1	-5	0	-8	-6
CCCn1cc(SCC(=O)NCC2CCCO2)c2ccccc21 (stereo not given)	9	-1	-0.5	-3	-1	1	-9	-3	3	3
Cc1ccccc1S(=O)(=O)Cc1ccc(C(=O)NCCCN2CCC(C)CC2)o1	5	2	-0.6	-2	1	-3	-1	-3	-3	5
Cc1ccc(NC(=O)c2ccc(Cl)cc2Cl)cc1O	3	0	0.7	8	20	-2	0	-6	-7	-2
O=C(CN(Cc1ccco1)C(=O)CNS(=O)(=O)c1ccc(F)cc1)NCc1ccc(F)cc1	5	7	0.5	-2	6	-7	0	0	4	4
COc1cccc(CC2(CO)CCN(Cc3ccc(NC(C)=O)cc3)CC2)c1	0	-2	-0.2	3	3	7	0	-2	-8	0
COC(CN(C)C(=O)C1CCC(CNS(=O)(=O)c2ccccc2)CC1)OC (stereo not given)	-9	-2	-0.1	-1	2	8	7	-1	-5	15
O=C(CN(Cc1ccccc1)S(=O)(=O)c1ccccc1)N/N=C/c1ccccc1C(=O)O	-1	1	0.8	5	1	-1	7	-1	-2	-1
O=C(COC(=O)c1ccc(Cl)c(S(=O)(=O)N2CCCCCC2)c1)Nc1ccccc1	1	3	0.1	2	-1	-1	2	10*	1	3
COc1cc(N=c2c([N+](=O)[O-])nn(-c3ccc4c(c3)OCCO4)n2O)cc(OC)c1	0	2	0.0	-2	-1	-3	-1	3	3	-4
CCCN1CNC(=S)N(CCc2ccccc2)C1	7	-2	-0.6	3	3	9	5	-4	-1	-3
Nc1c(Br)cc(Br)cc1CNC1CCC(O)CC1 (stereo not given)	-4&-4	0&1	-0.3&-0.5	-5&3	-2&-2	-6&-2	-3&2	-6&-3	2&2	-1&7
CCOC(=O)c1sc(NC(=O)COC(=O)Cn2cnc3ccccc32)c(C(=O)OCC)c1C	10	-1	-0.1	0	-2	2	3	-3	3	-6
COC(=O)c1c(NC(=O)CSc2nnc(CNc3ccc(Cl)cc3)o2)sc(C)c1C	-2	2	0.6	-5	0	-1	-8	4	-3	-4
CCOc1ccc2[nH]c(=O)c(C(c3nnnn3Cc3ccco3)N3CCC(C)CC3)cc2c1 (stereo not given)	0	-18	0.7	-6	-1	9	3	-13	-22	-8
COc1cccc(NC(=O)Cc2nnc(SCCOc3ccccc3)n2C)c1	4	0	0.5	0	-2	-3	1	1	0	6
COCCn1c(C)cc(C(=O)COC(=O)c2ccccc2Br)c1C	6	2	0.0	7	2	-5	-1	-5	-10	-2
CSc1nc2nc(Cl)c(Cl)nc2[nH]1	15	-429	26*	4	0	3	4	i	i	3
C[C@@H]1CN([C@H](C)CO)C(=O)c2cc(NC(=O)Nc3ccc(C(F)(F)F)cc3)ccc2O[C@H]1CN(C)S(=O)(=O)c1ccccc1	11	3	-0.4	3	-3	48*	-4	11*	5	5
Cc1cc(/C=C2\SC(=O)N(CC(=O)Nc3ccccc3F)C2=O)c(C)n1C	11	-4	-3.6	-2	-2	3	6	-2	-14	1
CCCCCCn1c(C(C)NC(=O)c2ccco2)nc2ccccc21 (stereo not given)	-8	-3	0.3	-1	-1	-2	5	-4	-2	3
COc1ccc(CCNC(=S)Nc2cc(C)cc(C)c2)cc1	8	2	-0.6	5	6	-2	3	-4	1	8
Cc1cc(NC(=O)CSc2nc(-c3cccs3)cc(C(F)(F)F)n2)no1	15	1	-0.1	-1	2	-3	3	-3	0	8
COc1ccc(C)cc1N(CC(=O)N1CCOCC1)S(C)(=O)=O	14	1	0.4	-1	3	-6	2	5	-6	0
CN1C(=O)N(CC(=O)Nc2nccs2)C(=O)C12CCCCC2	8	-2	-0.7	-1	-1	5	9	-4	2	11
O=C(Nc1cccc(S(=O)(=O)N2CCCCCC2)c1)C1CC(=O)N(c2ccc3c(c2)OCCO3)C1 (stereo not given)	-3	1	0.4	0	-2	2	-2	2	-3	-3
COc1ccc(-n2nnnc2SCC(=O)Nc2ccc(OC)cc2OC)cc1	4	-2	0.2	3	2	-4	-1	-3	-5	0
O=C(NCc1ccccc1)N1CCN(Cc2nc3ccccc3c(=O)[nH]2)CC1	x	2	0.2	3	1	4	-3	2	3	x
Cc1cc2nc(SCCN3CCOCC3)[nH]c2cc1C	-7	6	-0.5	0	6	1	-2	4	11*	3
COC(=O)C1(C)NC(c2ccccc2F)C2C(=O)N(c3ccccc3)C(=O)C21 (stereo not given)	-14	-3	0.0	3	2	4	9	-5	-10	8
COC(=O)c1cccc(NC(=S)NCCC2=CCCCC2)c1	-7	-3	0.0	-10	-1	2	8	2	0	1
CCN(C#N)c1nc(N(C)C)nc(N(C)C)n1	12	0	-0.6	-1	0	6	1	-2	0	-8
CC(C)c1cccc(O)c(=O)c1	-21	3	0.3	3	-1	0	4	-4	-1	-3
Cc1cc(C)c2c(=O)n(CC(=O)Nc3cccc(Cl)c3C)sc2n1	-4	2	0.5	-1	1	2	1	-8	-7	-4
O=C(O)CSc1c[nH]c2ccccc12	6	1	0.3	1	-2	-2	-6	-5	-3	-2
CCCOc1ccc(C2/C(=C(/O)c3ccccc3)C(=O)C(=O)N2CCCN(C)C)cc1OC (stereo not given)	-6	-1	0.3	0	-3	-4	-8	-3	-1	-4
CCOC(=O)c1c(NC(=O)C2COc3ccccc3O2)sc(C)c1C (stereo not given)	6	3	0.3	-5	0	-9	-4	-5	-2	7
O=C(CC(=O)NC1CCCCC1)N/N=C/c1cccc2ccccc12	8	4	0.0	3	1	2	-4	5	5	-3
Cc1cnc(C(=O)Nc2ccccc2C(=O)N2CCOCC2)cn1	-5	-3	0.2	-5	1	1	-2	-5	-1	-10
CCc1ccc2c(c1)c1nnc(NN)nc1n2CC	0	-2	-0.7	1	-3	-12	1	-4	-4	8
C=CCOc1ccc(/C=C/C(=O)OCC(=O)NC2CCCCCCC2)cc1	-7	1	0.2	-3	-1	-5	0	1	-12	-12
CCOC(=O)c1c(C)[nH]c(NC(=O)Nc2ccc(NC(C)=O)cc2)c1C	0	-5	-0.2	-6	-4	2	-3	-3	-13	5
COc1ccc(Cn2c(CCC(=O)Nc3ccc(CC#N)cc3)nc3cccnc32)cc1	7	2	-0.6	-2	1	-6	1	-5	0	3
CCOC(=O)C1CCCN(C(=O)COC(=O)C2=COCCO2)C1 (stereo not given)	13	2	-0.5	3	-11	3	-3	-1	1	-1
Cc1c(C)n(CCN(C)C)c2ccc(C(=O)OCCN(C)C)cc12	-6	-1	-0.2	13*	15	-3	-5	0	-8	2
Cc1ccc(-n2c(C)nc3oc4ccccc4c(=O)c3c2=O)cc1	-3	-22	-0.7	9	11	4	-1	-6	-26	16
CCOC(=O)c1c(N)nn(C(=O)C(C)C)c1-c1ccccc1	-1	0	-0.1	-7	0	-2	7	1	5	-10
CCc1ccc(C(=O)COC(=O)c2cccnc2Cl)cc1	1	0	-0.9	2	0	-5	5	-2	-1	-8
CCOC(=O)CNC(=O)CSc1nc(-c2ccccc2)ns1	6	1	0.5	7	1	-5	1	-5	-8	-7
CCOC(=O)c1sc(N2C(=O)C(O)=C(C(=O)c3ccco3)C2c2cccc(Cl)c2)nc1C (stereo not given)	-4	-34	-0.5	-1	-1	0	-1	0	-69	-18
O=c1[nH][nH]c2ccccc2c1=O	14	2	-0.4	1	4	4	0	3	2	18
CC(=O)Nc1cc(-c2ccc(C(=O)N3CCOCC3)cc2)cn2c(-c3cccc(C(C)=O)c3)cnc12	18	-19	-0.2	4	-2	-4	5	-8	-22	5

Screens: PubChem, The Scripps Research Institute Molecular Screening Center
